OXTR potentiate: potentiates the human oxytocin receptor response. P30559. CHO-OTR cells, Fluo-8 calcium fluorescence, potentiator mode; 0% = oxytocin EC15, 100% = EC100. activation, % at 3 µM. 320,000 tested, 0.061% active. AID 2445;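 active means activation above that plate's cutoff, the mean activation of tested compounds plus 3 SD, cut at about 6.6% in these data, passing the limit was not always enough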;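 further: 100% uses oxytocin at 75 nM as the full agonist control; some results filed as inactive read as strong as hits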
Target sequence (P30559 whole entry, looked up): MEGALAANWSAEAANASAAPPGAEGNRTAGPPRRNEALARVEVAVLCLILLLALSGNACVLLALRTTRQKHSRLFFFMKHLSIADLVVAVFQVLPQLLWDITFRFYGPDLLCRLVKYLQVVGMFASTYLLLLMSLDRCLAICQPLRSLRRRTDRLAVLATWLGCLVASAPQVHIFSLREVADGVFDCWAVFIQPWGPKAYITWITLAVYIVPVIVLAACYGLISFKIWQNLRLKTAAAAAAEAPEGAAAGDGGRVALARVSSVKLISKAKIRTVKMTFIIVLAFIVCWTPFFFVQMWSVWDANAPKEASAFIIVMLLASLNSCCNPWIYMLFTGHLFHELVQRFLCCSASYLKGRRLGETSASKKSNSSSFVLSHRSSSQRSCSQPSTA
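assay system = CHO-OTR cells, human receptor | schedule = compound 6 min at room temperature before oxytocin, 100 s read | detection = Fluo-8 intracellular calcium fluorescence, ex 470-495, em 515-575 nm | evaluation = normalized max/min fluorescence ratio, % activation | control set = EC15 oxytocin alone as 0%, 75 nM oxytocin (EC100) as 100%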
OXTR ag: activates the human oxytocin receptor; activation, % at 3 µM; 320,000 tested, 0.32% active; CHO-OTR cells, Fluo-8 calcium fluorescence; normalized: DMSO 0%, oxytocin 100%;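 active means activation above the mean of all tested compounds plus 3 SD, cutoff set per screening run, cut at about 20% in these data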;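 further: peak over basal fluorescence ratio from a 100 s FLIPR kinetic read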
V1R ag counter: counter-screen for oxytocin receptor agonists: human V1a receptor agonists. AID 2797. activation, % at 3 µM. 320,000 tested, 0.25% active. CHO-V1R cells, Fluo-8 calcium fluorescence, agonist mode; 0% DMSO, 100% 3 nM vasopressin;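 active means activation above the mean activation of all tested compounds plus 3 SD, per screening run, cut at about 20% in these data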;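 further: signal is peak over basal fluorescence ratio across a 100 second FLIPR read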
Target sequence (P37288 whole entry, looked up): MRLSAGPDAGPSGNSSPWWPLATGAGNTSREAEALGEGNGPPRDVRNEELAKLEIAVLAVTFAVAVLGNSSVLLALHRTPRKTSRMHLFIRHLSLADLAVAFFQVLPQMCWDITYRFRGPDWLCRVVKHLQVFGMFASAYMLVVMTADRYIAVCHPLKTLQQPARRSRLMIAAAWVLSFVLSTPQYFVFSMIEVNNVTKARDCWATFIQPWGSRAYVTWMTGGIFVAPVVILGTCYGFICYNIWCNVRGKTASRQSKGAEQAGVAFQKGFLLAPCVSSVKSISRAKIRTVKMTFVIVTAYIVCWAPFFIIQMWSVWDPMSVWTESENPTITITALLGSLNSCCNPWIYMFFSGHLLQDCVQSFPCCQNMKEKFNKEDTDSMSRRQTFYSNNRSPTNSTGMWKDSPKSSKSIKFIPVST
CHO parental Ca: counter-screen for OX1R antagonists: effect in parental CHO cells; 330,000 tested, 0.63% active; parental CHO-K1, ATP-induced calcium, Fluo-8 fluorescence; inhibition, % at 5.6 µM;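 active means inhibition above that plate's mean sample inhibition plus 3 SD, cut at about 26% in these data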;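 further: 0% = ATP-challenged DMSO wells and 100% = DMSO wells without ATP; some compounds past the cut are filed as inactive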
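Material: parental CHO cells / Compound: single nominal dose of 5.6 µM per compound / Signal: Fluo-8 fluorescence / Replicates: singlicate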
CHO-K1 Ca antag: nonselective inhibitor or artifact in parental CHO-K1 cells; ATP-induced calcium, Fluo-8 fluorescence; inhibition, % at 3 µM; 360,000 tested, 0.6% active; AID 602250;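 active means inhibition above a per-plate cutoff, the plate's mean sample inhibition plus 3 SD, cut at about 24% in these data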;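 further: 0% = DMSO plus EC80 ATP and 100% = DMSO alone without ATP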
CHO-K1 Ca ag: counter-screen for M1 agonists: effect in parental CHO-K1 cells | 360,000 tested, 0.48% active | Fluo-8 calcium fluorescence; scaled to maximal ATP response, vehicle zero | activation, % at 3 µM | AID 602248; in the data active means activation above about 15%;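 further: untransfected CHO-K1 host cells lacking M1 receptor as counterscreen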
TAAR1 antagonist: human TAAR1 antagonism; Q96RJ0; CHO RD-HGA16 TAAR1, Fluo-8 calcium fluorescence, antagonist; inhibition, % at 3 µM; 360,000 tested, 1.5% active; AID 624466;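 active means inhibition above a per-plate cutoff, the mean inhibition of test compounds on that plate plus 3 SD, cut at about 49% in these data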;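 further: 0% = DMSO plus EC80 beta-PEA response and 100% = DMSO alone without agonist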
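Assay system: RD-HGA16 CHO cells with stable hTAAR1 and Gα16 / Reagent: EC80 β-phenethylamine stimulus / Doses: 3 µM, single point / Timing: dye loading 75 min at 37 °C, then 30 min room temperature / Measured by: Fluo-8 intracellular calcium dye fluorescence, real-time kinetic reads / Controls: vehicle wells and EC80 agonist wells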
M1 PAM parental: counter-screen for M1 PAMs: effect in parental CHO-K1 cells; activation, % at 3 µM; ATP EC20, Fluo-8 calcium fluorescence; 0% at ATP EC20, 100% at ATP max; 360,000 tested, 0.02% active;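 active means activation above the run cutoff, the mean activation of all test compounds plus 3 SD, cut at about 40% in these data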;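 further: peak over basal fluorescence ratio in a 140 s read after ATP addition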
GPR7 antag: antagonists of human GPR7 (neuropeptides B/W receptor 1) | P48145 | GPR7-expressing cells, fluorescence antagonist assay | inhibition, % at 4.4 µM | 290,000 tested, 1.1% active; in the data active means inhibition above about 16%, passing the limit was not always enough;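 further: cells stimulated with the agonist NPW; 0% = agonist with vehicle and 100% = vehicle without agonist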
* hit, by the source's call; / = no result given.

1	O=C(CCc1n[nH]c(=O)[nH]c1=O)Nc1cccc([N+](=O)[O-])c1
2	Cc1ccc(C(=O)NCC(=O)Nc2ccncc2)s1
3	O=C(NCCc1ccccc1)c1cccc(NC(=O)c2ccccc2)c1
4	CC(=O)Nc1nc(-c2cccs2)cs1
5	C/C=C\C(=O)Nc1cccc(C2=NOC3(C2)C[C@@H](C(N)=O)N(C(=O)c2ccccc2)C3)c1 (stereo partly specified)
6	Cc1ccc(S(=O)(=O)N2CCN=C2SCc2ccc(Cl)c(Cl)c2)cc1
7	O=C(Cn1nnc(-c2ccc(S(=O)(=O)N3CCCC3)cc2)n1)Nc1ccccc1-n1cccc1
8	CCC(C)(C)NC(=O)/C=C/c1cc(OC)c(OC)c(S(=O)(=O)N2CCc3ccccc32)c1
9	c1csc(-c2nc3ccccc3s2)c1
10	COc1ccc(S(=O)(=O)N2CCC(C(=O)N3CCOCC3)CC2)cc1
entry no.	1	2	3	4	5	6	7	8	9	10
OXTR potentiate	-14.4	-9.8	/	-0.3	1.5	-10.3	-11.1	-16.6	-3.7	-0.8
OXTR ag	-0.2	-0.4	/	-0.7	0.5	1.2	2.3	0.6	-2.3	0.9
V1R ag counter	0.0	0.6	/	-0.5	1.7	2.6	3.9	1.2	-0.1	0.3
CHO parental Ca	5.2	-10.7	/	-7.1	-5.2	-7.9	0.2	2.0	-11.5	-1.9
CHO-K1 Ca antag	8.0	-8.0	2.1	-7.8	0.1	4.3	-7.1	-22.7	-11.0	5.5
CHO-K1 Ca ag	-0.3	2.4	2.2	0.3	7.3	-0.6	2.9	2.3	-0.2	-0.1
TAAR1 antagonist	-10.4	-4.2	28.0	6.3	4.0	2.9	22.3	-22.1	-21.2	7.4
M1 PAM parental	-0.2	4.8	-6.1	10.6	1.1	-4.0	2.5	-0.2	4.7	12.9
GPR7 antag	-8.2	-11.7	/	-7.7	/	-9.4	0.4	-15.1	-11.1	0.2

11	Cc1ccccc1OCC(=O)OCC(=O)N1CCCc2ccccc21
12	CC(OC(=O)[C@@H](NC(=O)OCc1ccccc1)C(C)C)C(=O)Nc1ccc(N2CCOCC2)cc1 (stereo partly specified)
13	Cc1ccc(CN(Cc2cccnc2)C(=S)Nc2cccc(Cl)c2C)cc1
14	C#CC(=O)N(c1cc(OC)ccc1OC)C(C(=O)NC1CCCC1)c1cccs1 (stereo unspecified)
15	COc1cccc(C=O)c1OC(=O)N1CCOCC1
16	Cc1ccc(NC(=O)CCc2c(C)nc3ncnn3c2C)nc1
17	CC(=O)c1ccccc1OCC(=O)Nc1cccc(S(=O)(=O)N2CCCC2)c1
18	COc1ccc(NC(=O)N2CCCC2C(=O)NCC2CCCCC2)cc1 (stereo unspecified)
19	O=C(c1ccco1)N1CCN(C2CN(Cc3ccccc3)S(=O)(=O)C2)CC1 (stereo unspecified)
20	O=C1NC2=C(C(=O)CCC2)C(c2ccccc2)N1 (stereo unspecified)
entry no.	11	12	13	14	15	16	17	18	19	20
OXTR potentiate	-12.1	/	-22.0	-4.9	-1.8	-2.8	-8.5	-1.0	/	-6.9
OXTR ag	-1.9	/	-1.8	-1.6	1.5	-0.8	3.0	0.4	/	1.8
V1R ag counter	-1.1	/	-1.4	-0.4	0.7	0.7	6.9	-0.3	/	-0.1
CHO parental Ca	-2.7	/	-2.1	-3.6	-1.5	-4.5	-8.3	2.0	/	1.6
CHO-K1 Ca antag	-6.3	-7.2	-8.8	-10.7	-4.5	1.5	15.9	6.3	17.0	-11.0
CHO-K1 Ca ag	1.1	9.5	0.1	-0.2	2.7	0.0	0.3	0.0	0.2	0.3
TAAR1 antagonist	11.0	43.6	8.0	/	-11.6	-6.7	10.2	-9.7	-7.6	-4.6
M1 PAM parental	1.0	-5.3	17.4	18.1	-14.5	1.8	-22.0	1.1	-6.0	-6.6
GPR7 antag	/	/	-6.2	14.3	-2.2	-2.9	/	-3.1	/	2.1

21	O=C(NC1CCCCC1)C(c1ccco1)N(C(=O)C(F)(F)F)C1CC1 (stereo unspecified)
22	COc1cc(/C=N/NS(=O)(=O)c2ccc(C)cc2)ccc1OCc1cccc(C(=O)O)c1
23	CCCCC(CC)C(=O)Nc1cc(C(=O)NCc2ccc(C)cc2)ccc1N1CCC2(CC1)CC(c1cccc(Br)c1)=NO2 (stereo unspecified)
24	O=C(Cn1c(-c2ccccc2)c[n+]2ccsc12)c1ccccc1
25	CC1=C(C(=O)N2CCOCC2)CC(CC(=O)NCCN2CCOCC2)C(=O)N1Cc1ccccc1 (stereo unspecified)
26	Nc1ccc(C=C2C=Cc3ccccc32)cc1
27	CN(Cc1ccccc1)CC(O)CN(C)Cc1ccccc1
28	O=C(O)C1CCN(c2ccc(S(=O)(=O)N3CCCCC3)cc2[N+](=O)[O-])CC1
29	CC1=C(C(=O)OCc2ccccc2)C(c2cccc([N+](=O)[O-])c2)NC(=O)N1C (stereo unspecified)
30	CN(CC(=O)Nc1ccc(Cl)c(C(F)(F)F)c1)C(=O)Cc1cccs1
entry no.	21	22	23	24	25	26	27	28	29	30
OXTR potentiate	-8.4	-3.9	-10.0	-3.9	/	/	/	/	-6.0	-15.7
OXTR ag	-1.6	-1.3	0.3	0.5	/	/	/	/	0.6	3.4
V1R ag counter	-0.2	-0.9	0.3	-0.4	/	/	/	/	4.0	8.4
CHO parental Ca	14.9	-6.8	-13.2	-29.8	/	/	/	/	-11.9	-4.3
CHO-K1 Ca antag	-20.1	-8.7	-12.9	1.8	-0.7	-5.0	-3.8	-1.7	3.4	0.8
CHO-K1 Ca ag	-0.3	0.8	0.3	-0.6	1.3	0.6	0.5	0.6	1.1	6.5
TAAR1 antagonist	-9.3	-17.9	1.3	-7.9	-3.6	1.5	-0.6	-11.6	-4.7	23.9
M1 PAM parental	19.2	28.9	20.5	-7.8	0.3	5.9	4.0	0.8	-5.2	-9.3
GPR7 antag	-10.7	-1.5	/	0.9	/	/	/	/	22.2	13.8

31	Cc1cc(C)cc(C(=O)N(NC(=O)Nc2ccc(Cl)cc2)C(C)(C)C)c1
32	Cn1c(=O)oc2cc(S(=O)(=O)NCCC(=O)Nc3ccc4c(c3)OCCO4)ccc21
33	O=C(CN1C(=O)NC2(CCCC2)C1=O)NC(c1ccccc1)c1ccccc1
34	CN(C)C1(CNC(=O)C2CCC(=O)N(Cc3ccc(Cl)cc3)C2)CCCCC1 (stereo unspecified)
35	CCCCC[C@H](C)N1C[C@H](COCc2ccccc2)Oc2cc(N3CC[C@@H](N(C)C)C3)ccc2S1(=O)=O
36	O=C(CCNS(=O)(=O)c1cccs1)Nc1nccs1
37	Clc1ccc(SCCOCCN2CCCCCC2)cc1
38	CC(=O)Nc1ccc(SC(Sc2ccc(NC(C)=O)cc2)c2ccccc2)cc1
39	CN1/C(=C\C=[N+](C)c2ccccc2)C(C)(C)c2ccccc21
40	Cc1ccc(NCN2C(=O)C3C4CCC(C4)C3C2=O)cc1 (stereo unspecified)
entry no.	31	32	33	34	35	36	37	38	39	40
OXTR potentiate	-24.7	-4.6	2.5	-5.7	/	-0.8	-2.0	/	1.0	1.5
OXTR ag	15.7	-0.6	0.2	-0.5	/	1.0	1.1	/	-0.2	1.8
V1R ag counter	14.8	-0.2	2.2	0.5	/	0.9	0.5	/	0.4	0.1
CHO parental Ca	-0.7	-13.4	-12.9	-26.1	/	-11.4	-12.6	/	3.4	-2.0
CHO-K1 Ca antag	6.2	2.3	-12.0	2.2	-15.3	4.5	3.8	-9.9	3.1	/
CHO-K1 Ca ag	7.9	-0.2	-0.1	1.5	0.7	0.6	0.5	1.2	1.2	/
TAAR1 antagonist	5.7	1.2	-9.5	-0.6	-10.1	-0.2	-12.5	19.0	2.6	/
M1 PAM parental	6.1	-5.5	2.5	-27.2	6.9	-5.0	-2.4	19.0	-7.1	/
GPR7 antag	5.5	0.5	/	-0.6	/	2.4	3.5	/	-12.0	11.9

3 compounds already listed, arranged by SMILES length, largest number first.
35	CCCCC[C@H](C)N1C[C@H](COCc2ccccc2)Oc2cc(N3CC[C@@H](N(C)C)C3)ccc2S1(=O)=O
34	CN(C)C1(CNC(=O)C2CCC(=O)N(Cc3ccc(Cl)cc3)C2)CCCCC1 (stereo unspecified)
40	Cc1ccc(NCN2C(=O)C3C4CCC(C4)C3C2=O)cc1 (stereo unspecified)
entry no.	35	34	40
OXTR potentiate	/	-5.7	1.5
OXTR ag	/	-0.5	1.8
V1R ag counter	/	0.5	0.1
CHO parental Ca	/	-26.1	-2.0
CHO-K1 Ca antag	-15.3	2.2	/
CHO-K1 Ca ag	0.7	1.5	/
TAAR1 antagonist	-10.1	-0.6	/
M1 PAM parental	6.9	-27.2	/
GPR7 antag	/	-0.6	11.9

Other structures follow:
41	Cc1ccc(OCc2cc(C(=O)N3CCN(C4CCCC4)CC3)no2)cc1C
42	Cc1cc2c(n1-c1ccc(C(N)=O)cc1)CC(C)(C)CC2=O
43	CCOC(=O)/C=c1\s/c(=C\c2sccc2C)c(=O)n1CC(=O)NCc1ccc(C)cc1
44	CC1(C(=O)NCc2ccco2)Cc2c(-c3ccc(C(N)=O)cc3)ccnc2O1 (stereo unspecified)
45	O=C(CNS(=O)(=O)N1CCOCC1)N/N=C/c1cccnc1
46	Cc1cc(NC(=O)c2ccco2)ccc1NC(=O)c1ccco1
47	COc1ccc2[nH]c(C(=O)NCc3ccccc3)c(C)c2c1
48	CC(C)NC(=O)CN(Cc1ccccc1)S(=O)(=O)c1ccccc1
49	c1ccc(COc2ccc(OCCCNC3CCCC3)cc2)cc1
50	CCOC(=O)CNc1c(-c2ccc(O)cc2)nc2ccccn12
51	CC(C)CC1NC(=O)N(CC(=O)N2CCCc3ccccc32)C1=O (stereo unspecified)
entry no.	41	42	43	44	45	46	47	48	49	50	51
OXTR potentiate	-3.4	-4.6	3.3	/	-0.4	/	-14.6	-0.9	-16.3	-4.6	0.2
OXTR ag	2.7	-0.8	1.1	/	-0.3	/	-1.2	-1.3	21.4*	1.4	-0.2
V1R ag counter	7.8	0.7	0.9	/	11.2	/	1.7	1.1	12.6	2.5	1.7
CHO parental Ca	-14.8	-13.2	-19.7	/	-6.6	/	1.7	-6.2	2.5	-11.8	-9.4
CHO-K1 Ca antag	-9.7	0.0	/	-11.3	16.7	-11.5	0.4	-13.3	0.9	-4.5	-7.8
CHO-K1 Ca ag	3.9	0.3	/	-0.2	-0.1	0.7	1.0	0.2	6.3	6.8	0.1
TAAR1 antagonist	-2.6	9.6	2.3	-25.4	9.4	-0.8	-15.5	-0.4	3.0	41.0	-1.4
M1 PAM parental	9.2	19.1	/	17.2	-15.0	5.5	-22.9	15.1	17.6	11.3	5.1
GPR7 antag	-3.7	-15.1	-10.7	/	-3.3	-14.8	5.7	-8.4	12.0	-7.8	-5.4

High-throughput results deposited in PubChem BioAssay by The Scripps Research Institute Molecular Screening Center.
